TTR transcr act = TTR transcription activators in neuroblastoma reporter cells, primary screen, cell-based, luminescence, SH-SY5Y, TTR promoter Gaussia luciferase. actives 1.3% (n = 92,000). 100% = recombinant luciferase protein wells. AID 1117267, 2014. activation, % at 16.7 µM;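 active means activation above the mean of all tested compounds plus 3 SD, cut at about 9.5% in these data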;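 further: cells exposed to compounds for one day before reading; 0% = median of all test compound wells on the plate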
* marks the source's active call; other numbers are inactive results. This is a subset; the hit share may differ from the screen's.

nr	smiles	TTR transcr act
1	CCc1ccc(N2CCN(S(=O)(=O)CC34CCC(CC3=O)C4(C)C)CC2)cc1 (stereo not drawn)	3.6
2	CCCCNC(=O)N(O)C1N(/N=C/c2ccco2)C(=S)SC1(C)C (stereo not drawn)	3.3
3	COCCCNC(=O)CC1C[C@H](C(=O)N(C(C)C)C(C)C)[C@@]2(C)c3[nH]c4ccccc4c3CCN2C1=O (stereo partly drawn)	-0.2
4	O=C(CSc1nc2ccccc2s1)N/N=C/c1ccco1	3.0
5	N#C/C(=N\Nc1cc(Cl)cc(Cl)c1)c1nnc2n1CCCCC2	0.0
6	C/C(=N\NC(=O)C(c1ccncc1)N1CCOCC1)c1ccc(Br)cc1 (stereo not drawn)	1.7
7	Cc1cc(N2CCN(c3cccc(C(F)(F)F)c3)CC2)n2ncnc2n1	-1.2
8	CC(=O)Nc1ccc(C(=O)OCC(=O)c2ccc(C)c([N+](=O)[O-])c2)cc1	3.0
9	O=C1c2ccccc2[C@@H]2C[C@H](NC34CC5CC(CC(C5)C3)C4)[C@@H](O)CCN12	4.8
10	CCOc1cc(C(=S)N2CCOCC2)ccc1O	-2.8
11	CCOC(=O)Cc1csc(NC(=O)c2cc(OC)cc(OC)c2)n1	-0.6
12	O=C(CCCCCN1C(=O)c2cccc3cccc(c23)C1=O)NCCCO	1.1
13	O=C1CC(O)(C(F)F)Oc2ccc3ccccc3c21 (stereo not drawn)	1.5
14	Cc1nc(C)c(C(=O)Nc2cccc(Cl)c2)o1	-1.9
15	O=C(NNC(=O)c1ccc(Cl)c([N+](=O)[O-])c1)c1ccncc1	1.7
16	CC1Cc2cc(-c3csc(NC(=O)Cc4cccs4)n3)ccc2N1S(C)(=O)=O (stereo not drawn)	-7.2
17	CC(CC(=O)O)CC(=O)Nc1ccccc1C(=O)O (stereo not drawn)	-0.6
18	COc1cccc(/C=N/N2C(=O)CSC2=S)c1O	-0.9
19	COc1ccc(C2N(C(=O)CN3CCOCC3)CCN2S(=O)(=O)c2ccccc2)cc1 (stereo not drawn)	-0.8
20	Cn1cnnc1SCc1ccccc1	18*
21	Cc1cc(C)c2[nH]c(=O)c(CN(Cc3ccccc3)C(=S)NCCCN(C)C)cc2c1	1.9
22	O=C(Oc1ccc(Cl)cc1)c1ccc(N2CCOCC2)c([N+](=O)[O-])c1	6.8
23	COc1ccc2[nH]c3c(=O)n(/N=C/[C@H]4C(C)C=C(C)CC4C)c(=O)[nH]c3c2c1 (stereo partly drawn)	-1.9
24	CCOc1ccc(CCNC(=O)Cn2ccc3cc(S(=O)(=O)N4CCCC4)ccc32)cc1	0.2
25	CC(C)C1Nc2ccc(C(=O)O)cc2C2C=CCC21 (stereo not drawn)	1.0
26	O=c1oc2ccccc2c2c1ncn2-c1ccccc1	-0.3
27	CC(=O)/C=C\c1ccc(OC(=O)c2cccnc2)cc1	1.1
28	COc1ccccc1OCCOc1ccc(C(=O)c2ccccc2)cc1	-5.1
29	CC(=O)Nc1nc2ccc(NC(=O)c3ccco3)cc2s1	3.5
30	Cc1cccc(CN2[C@H](COC(=O)Nc3ccccc3)C=CS2(=O)=O)c1	-0.3
31	Fc1ccccc1COc1ccccc1CNCc1ccncc1	-3.3
32	O=C(Nc1ccccc1N1CCOCC1)c1ccc(Cl)nc1	-1.1
33	O=C(NCCNc1ccc([N+](=O)[O-])cc1)c1ccccc1Cl	4.6
34	CCCC(C)NC1=NCCCCC1 (stereo not drawn)	-1.4
35	Cc1cc(NC(=O)C(C)SCC(=O)N(C)CC(=O)Nc2ccc(Br)cc2C)no1 (stereo not drawn)	1.2
36	CNC(=O)Cn1c(C)cc(=O)c2cccc(C)c21	5.1
37	COc1ccccc1NC(=O)CCC(=O)c1ccc(-c2ccccc2)cc1	-2.9
38	CCC12CN(C(=O)c3ccco3)CC(CC)(CN(C(=O)c3ccco3)C1)C2=O	1.7
39	O=C(CCNS(=O)(=O)c1cccs1)N1CCN(c2cccc(C(F)(F)F)c2)CC1	2.6
40	COCCNC(=O)CN(C(=O)Cn1nnc2ccccc21)c1ccc(F)c(Cl)c1	1.5
41	COc1ccc(CCNC(=O)c2ccc(N(C)S(=O)(=O)c3ccc(C)cc3)cc2)cc1	-2.5
42	CC(=O)Nc1cc(C)ns1	1.5
43	Cc1[nH]ncc1Nc1c(C(C)C)cccc1C(C)C	-1.2
44	CCOC(=O)c1ccc(S(=O)(=O)N2CCN(CCc3ccncc3)CC2)cc1	8.7
45	C/C(=N\Nc1ccc(C#N)cc1[N+](=O)[O-])c1ccc(O)cc1	-2.0
46	OC(COc1ccc2cc(Br)ccc2c1)CN1CCN(c2ccccn2)CC1 (stereo not drawn)	2.0
47	CCOC(=O)c1nc(N/N=C/c2ccccc2)sc1Br	6.5
48	COC(=O)Cc1c(C)nc2nc(-c3ccc(C)cc3)[nH]n2c1=O	0.9
49	CC1=NN(C(N)=S)C(=O)C1N=Nc1cc(Cl)ccc1Cl (stereo not drawn)	-1.0
50	COc1ccc(NC(=O)N(C)[C@H]2C[C@H]3c4[nH]c5ccc(-c6ccc(OC)cc6)cc5c4CCN3C[C@H]2[C@H](C)O)cc1	3.0

An excerpt from above in order of molecular weight, highest first.
nr	smiles	TTR transcr act
30	Cc1cccc(CN2[C@H](COC(=O)Nc3ccccc3)C=CS2(=O)=O)c1	-0.3
33	O=C(NCCNc1ccc([N+](=O)[O-])cc1)c1ccccc1Cl	4.6
26	O=c1oc2ccccc2c2c1ncn2-c1ccccc1	-0.3

Remaining list, next part
nr	smiles	TTR transcr act
51	C/C(=N\Nc1ccc([N+](=O)[O-])cc1)c1cccc(N)c1	-5.9
52	O=C1c2ccc(Cl)cc2S(=O)(=O)c2cccc(C(=O)N3CCN(c4ncc(Br)cn4)CC3)c21	4.5
53	CCCS(=O)(=O)N1CCCC(C(=O)NCCCN2CCN(c3ccccc3F)CC2)C1 (stereo not drawn)	5.4
54	COc1ccccc1NC(=S)N1CCC(c2nc3cc(C)c(C)cc3[nH]2)CC1	-0.1
55	COc1ccc(CNC(=O)c2cc3c(=O)n4ccccc4nc3n(CC3CCCO3)c2=N)cc1 (stereo not drawn)	-0.4
56	COc1ccc(CCN(C(=O)c2ccco2)C(C(=O)NC2CCCC2)c2ccncc2)cc1OC (stereo not drawn)	1.9
57	CC(C)Cn1cnc2c(SCCc3ccccc3)nc(N)nc21	0.9
58	COc1cc(NC(=S)NCc2ccco2)c(OC)cc1Cl	2.0
59	O=C(Nc1ccc(F)c(Cl)c1)C1CC2CCC1C2 (stereo not drawn)	-2.0
60	Cc1oc2cc(O)ccc2c(=O)c1-c1nncn1-c1ccccc1	1.9
61	C=C1CC(C)OC(c2ccccc2OCC(O)CN2CCCCC2)C1 (stereo not drawn)	1.0
62	CC(C)NC(=O)C1CCN(C2CCN(CC3CC=CCC3)CC2)CC1 (stereo not drawn)	0.6
63	Cn1c(=O)[nH]c(=O)c2c1[nH]c(=S)n2Cc1ccc(Cl)cc1	0.4
64	CC(C)(C)S(=O)N1Cc2cc(=O)n(Cc3ccccc3)cc2[C@@H]1CCO (stereo partly drawn)	2.0
65	CC(C)OP(=O)(OC(C)C)C(NC(=O)c1cccc([N+](=O)[O-])c1)C(N)=O (stereo not drawn)	-0.7
66	Cc1c(NC(=O)c2ccc3c(c2)OCO3)cccc1-c1nc2ncccc2o1	4.1
67	CCOC(=O)c1ccc(NC(=O)c2cc(S(=O)(=O)N3CCOCC3)ccc2O)cc1	-5.0
68	COc1ccc(-n2ncc3c(N4CCC(C)CC4)ncnc32)cc1	-1.6
69	O=c1nc2n(Cc3ccccc3)c3ccccc3cc-2c(=O)[nH]1	-3.7
70	CCOC(=O)C(=O)Nc1nnc(SCc2ccc(F)cc2)s1	1.8
71	O=C(CCC(=O)NC1CCCCC1)NCc1ccc(F)cc1	1.2
72	COc1ccccc1CNc1cncnc1	0.8
73	Cc1nn(-c2ccc(F)cc2)c2sc(C(=O)OC3CCOC3=O)cc12 (stereo not drawn)	-1.7
74	CC[C@H](NC(=O)CC[C@H]1O[C@@H](n2cnc3c(NC(=O)c4ccccc4)ncnc32)[C@H](O)[C@@H]1O)c1ccccc1	2.5
75	O=C(O)c1ccccc1C(=O)NCCc1c(C(=O)O)[nH]c2ccc(F)cc12	-0.1

Five of the compounds above, with the structure last:
cpd	TTR transcr act	compound
56	1.9	COc1ccc(CCN(C(=O)c2ccco2)C(C(=O)NC2CCCC2)c2ccncc2)cc1OC (stereo not drawn)
62	0.6	CC(C)NC(=O)C1CCN(C2CCN(CC3CC=CCC3)CC2)CC1 (stereo not drawn)
65	-0.7	CC(C)OP(=O)(OC(C)C)C(NC(=O)c1cccc([N+](=O)[O-])c1)C(N)=O (stereo not drawn)
73	-1.7	Cc1nn(-c2ccc(F)cc2)c2sc(C(=O)OC3CCOC3=O)cc12 (stereo not drawn)
61	1.0	C=C1CC(C)OC(c2ccccc2OCC(O)CN2CCCCC2)C1 (stereo not drawn)

Continuation.
nr	smiles	TTR transcr act
76	O=C(N/N=C/c1ccc(OC(=O)c2ccc3c(c2)OCO3)cc1)c1cncc(Br)c1	-0.2
77	CCOC(=O)[C@@H]1CSCCS(=O)(=O)N1C(=O)[C@H](CCSC)NC(=O)OC(C)(C)C	3.6
78	COc1cc(Cl)ccc1OCc1cc(C(=O)NCc2cc(C(C)C)no2)no1	0.4
79	COc1ccc(OC)c(CN2C(=O)CN(S(C)(=O)=O)CC2(C)c2nnnn2C2CCCC2)c1 (stereo not drawn)	0.1
80	COc1ccccc1-n1c(=O)[nH]c2c(C(N)=O)nc(CC(C)C)nc21	0.6
81	O=C(NCC1CCCO1)c1cc2c([nH]c3ccccc32)c(-c2ccc(F)cc2)n1 (stereo not drawn)	-1.3
82	CCOc1ccc(C(=O)N2CCc3ccccc32)cc1OCC	0.4
83	O=C(COc1ccc2ccccc2c1)Nc1ccc(S(=O)(=O)N2CCCCCC2)cc1	-1.7
84	Cc1cccc(NC(=O)c2ccc(OC3CSC3)cc2)c1	-1.9
85	CNC(=O)NC(=O)C(C)OC(=O)c1oc2ccccc2c1CSc1ccc(Cl)cc1 (stereo not drawn)	-0.3
86	Cc1cc(C)n(-c2nc(NCCCN(C)C)c3c4c(sc3n2)COC(C)(C)C4)n1	2.4
87	Cn1c(C(O)C(O)c2ccccc2)nc2ccccc21 (stereo not drawn)	1.3
88	C=CC[N+](C)(C)CC(=O)OCc1ccccc1	-1.4
89	CC1CCCCC12NC(=O)N(CC(=O)N1CCN(S(=O)(=O)c3ccc(Cl)s3)CC1)C2=O (stereo not drawn)	0.0
90	N#Cc1ccc(Oc2nc(C#N)cc(-c3ccccc3)n2)cc1	-4.3
91	O=C1OCC(CO)(CO)N=C1NNc1ccccc1Cl	-0.3
92	CC(C)(C)NC(=O)C(c1ccc(-c2ccccc2)cc1)N(C[C@H]1CC[C@@H]([C@@H]2CC[C@H](CO)O2)O1)C(=O)c1ccc(C(C)(C)C)cc1 (stereo partly drawn)	-1.6
93	COC(=O)CN(CCc1ccccc1)S(=O)(=O)c1ccc(OC)c(OC)c1	-0.9
94	O=C(NCc1ccccc1)C(c1ccc(F)cc1)N(Cc1ccco1)C(=O)c1ccccn1 (stereo not drawn)	-0.4
95	N#Cc1ccc(C(=O)CSc2n[nH]c(=O)n2Cc2ccco2)cc1	3.0
96	Clc1ccc(-c2ccn[nH]2)cc1	2.4
97	O=C(c1cc2cc(Cl)ccc2[nH]1)N1CCN(Cc2ccc3c(c2)OCO3)CC1	1.7
98	Cc1cc(Br)ccc1OCCCCNC(C)(C)C	-0.8
99	CCCC[C@H]1C2CC(OC(=O)Nc3ccccc3C(F)(F)F)C(C2)[C@H]2CCCCN21 (stereo partly drawn)	-1.3
100	CCOC(=O)C(C)S(=O)(=O)c1ccc(C(F)(F)F)cn1 (stereo not drawn)	6.4

TTR transcr act: what is marked active above.
nr	smiles	TTR transcr act
20	Cn1cnnc1SCc1ccccc1	18*

Later entries:
nr	smiles	TTR transcr act
101	Brc1cccc(CNCc2ccncc2)c1	1.7
102	CC(=O)O[C@@H]1[C@H](Oc2c(O)c(C)c3c4c2[C@H](C)CC[C@H]4[C@H](C)C[C@@H]3C=C(C)C)O[C@@H](C)[C@@H](O)[C@H]1O	-2.4
103	CC1(N2CCOCC2)C(=O)c2ccccc2C1=O	-1.5
104	C/C(Cc1ccccc1)=N\NC(=O)c1ccccn1	-0.1
105	CCOC(=O)C(NC(=O)NCc1ccc(OC)cc1)(OCC)C(F)(F)F (stereo not drawn)	-0.4
106	Cc1ccc(S(=O)(=O)N2CCN(S(=O)(=O)c3ccccc3)C2)cc1	-0.2
107	CC(=O)NS(=O)(=O)c1ccc(NC(=O)c2cccc3ccccc23)cc1	0.1
108	CCN(CC(=O)Nc1ccccc1OC)C(=O)c1ccccc1Sc1ccccc1C#N	-1.6
109	Cc1ccc(S(=O)(=O)CCC(=O)Nc2nc(-c3cccnc3)cs2)cc1	-1.6
110	CC1(C)CC(NC(=O)C2CCC(=O)N(Cc3ccccc3F)C2)CC(C)(C)C1 (stereo not drawn)	-0.5
111	COCCCn1c(=O)c2sccc2n2c(CCCC(=O)NCC3CCCO3)nnc12 (stereo not drawn)	-1.4
112	COc1ccc(CN2CCN(C(=O)CC(C)C)CC2)c2ccccc12	0.5
113	COc1ccc(-c2[nH]ncc2/C=C(\C#N)C(=O)NC2CC2)cc1	-1.4
114	C=CCn1c(=S)[nH]c2scc(-c3ccco3)c2c1=O	-0.5
115	O=C(O)CN1C(=O)SC(Nc2ccccc2C(=O)O)C1=O (stereo not drawn)	0.9
116	Cc1cc(CC(=O)O)c2oc(-c3ccoc3)cc(=O)c2c1	0.6
117	O=C(Nc1nc2ccc(Cl)cc2s1)c1ccc(N2CCCCC2)c([N+](=O)[O-])c1	2.0
118	Cn1cc(S(=O)(=O)N2CCCC2)cc1C(=O)Nc1cccc(C(F)(F)F)c1	-2.4
119	CN1CCN(C(=O)c2cc3c(c(-c4cccc(-c5cccnc5)c4)n2)[C@H](CCO)N(C(=O)CC2CC2)C3)CC1	2.9
120	S=C(NC1CCCCC1)N1CCN(Cc2ccccc2)CC1	-1.0
121	COc1ccc(CC(NC(C)=O)C(=O)NC2CCN(c3c4c(nc5ncnn35)CCC4)CC2)cc1 (stereo not drawn)	0.9
